Kir21 inh: Kir2.1 (mouse) channel inhibition | B-score at 10 µM | AID 1672 | 310,000 compounds, 0.85% hits | P35561 | HEK293-Kir2.1, FluxOR thallium flux fluorescence; hits give low values;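 active = fluorescence ratio B-score at or below minus 3 SD of library scores, with starting-brightness B-score within 2 SD, cut at about -4.2 in these data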;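 note: channel flux triggered by added potassium and thallium sulfate stimulus; B-score of peak minus minimum fluorescence over baseline after thallium stimulus; more negative B-score means stronger Kir2.1 block with less thallium influx; some compounds called inactive have numbers as strong as hits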
STK33 inh: inhibitors of human STK33 kinase. Q9BYT3. purified STK33, MBP phosphorylation, ADP-Glo luminescence. inhibition, % at 10 µM. 320,000 compounds, 0.073% hits;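 active = inhibition at or above 25%, using the most active replicate where run in duplicate; inactive = inhibition below 25%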
Active calls of the source: *; nt = no result given. Not a hit list; any-hit rate near 0.84%.

SMILES	Kir21 inh	STK33 inh
CCCc1cc(=O)oc2cc(C)cc(OCC(=O)Nc3ccc(CN4CCOCC4)cc3)c12	0.08	-0.4
COc1ccc(C(=O)/C=C/c2cn(CN3CCN(C)CC3)c3ccccc23)cc1	nt	0.2
O=C(Nc1ccccc1)c1cc2n(n1)C(C(F)(F)F)CC(C1CC1)N2 (stereo not given)	-0.27	-0.4
O=C(O)c1nn(-c2ccccc2-c2n[nH]c(=O)[nH]c2=O)c(=O)[nH]c1=O	0.48	12
O=C(NC1CCCCC1)c1ccccc1NC(=S)NC(=O)C1CCC1	0.63	-1.9
CCOC(=O)c1cnc2ccc(Cl)cc2c1NCCN(C)C	-0.02	16
O=C(O)CCN1CC2([N+](=O)[O-])CC=C(OCCO)C([N+](=O)[O-])(C1)C2 (stereo not given)	2.1	-1.2
CSc1ccc(CCNC(=O)CCc2nnc3ccc(N4CCC5(CC4)OCCO5)nn23)cc1	-1.1	-2.1
O=C(O)C(Cc1ccc(O)cc1)N1C(=O)c2ccccc2C1=O (stereo not given)	0.36	-1.1
Cc1occc1C(=O)N1CCN(c2ccc(Cl)c(Cl)c2)CC1	1.8	-1.1
COC(=O)c1ccccc1CSc1nsc(/C=C/N(C)C)c1C#N	-0.12	0.6
O=C(C1=C(O)C(=O)N(CCc2ccccc2)C1c1cccs1)c1ccco1 (stereo not given)	1.2	0.9
Cc1cc(C)nc(NC(=O)Cc2cccs2)n1	-0.11	1.2
COc1ccccc1OC(C)C(=O)N1CCC(Cc2ccccc2)CC1 (stereo not given)	-0.79	0.1
C/C(=N\NC(=O)C(=O)Nc1cccc(Cl)c1)c1ccncc1	0	-0.3
COc1ccc(C2CC(c3ccccc3)=NN2C(=O)COC(=O)c2ccc(Cl)nc2)cc1 (stereo not given)	-0.81	0.8
CCOC(=O)c1ccc2nc3c(cc2c1)CCS3	-0.01	1.3
O=C(NOCc1ccccc1)c1ccccc1	0.75	-1.3
O=C(C(c1ccccc1)c1ccccc1)N1CCN(Cc2ccccn2)CC1	2.7	0.0
COc1cc(/C=N\NC(=O)CC(=O)NCCc2ccccc2)ccc1O	0.82	1.0

Complete entries from above. Screens in order: Kir21 inh, STK33 inh
`O=C(Nc1ccccc1)c1cc2n(n1)C(C(F)(F)F)CC(C1CC1)N2` (stereo not given) is entered as -0.27, -0.4
`CCCc1cc(=O)oc2cc(C)cc(OCC(=O)Nc3ccc(CN4CCOCC4)cc3)c12` is entered as 0.08, -0.4
`CCOC(=O)c1ccc2nc3c(cc2c1)CCS3` is entered as -0.01, 1.3
`COc1cc(/C=N\NC(=O)CC(=O)NCCc2ccccc2)ccc1O` is entered as 0.82, 1.0
`Cc1cc(C)nc(NC(=O)Cc2cccs2)n1` is entered as -0.11, 1.2

Arranged by the number under STK33 inh (high to low): some entries from above.
SMILES	Kir21 inh	STK33 inh
Cc1cc(C)nc(NC(=O)Cc2cccs2)n1	-0.11	1.2
COc1cc(/C=N\NC(=O)CC(=O)NCCc2ccccc2)ccc1O	0.82	1.0
O=C(Nc1ccccc1)c1cc2n(n1)C(C(F)(F)F)CC(C1CC1)N2 (stereo not given)	-0.27	-0.4

High-throughput results as filed in PubChem BioAssay.
